# Source: PubChem BioAssay
# D1 agonist: agonists of human D1 dopamine receptor | P21728 | HEK293 T-REx D1 cells, calcium flux, agonist mode | activation, % at 2 µM | 360,000 compounds, 1% hits | AID 504660; in the data active means activation above about 30%; further: 0% is about no effect
#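 Tetracycline-induced HEK293 TREx D1 cells, force-coupled to calcium signalling, were dye-loaded with a no-wash calcium kit. Compound was pin-added after a 10 s baseline. Fluorescence was read kinetically at 1 cycle/s for 180 s, with calcium rises flagged as agonism.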
# D1 antag: antagonists of human D1 dopamine receptor | P21728 | HEK293 TREx D1 cells, calcium flux, dopamine EC80; stronger effect = lower value | activity change, negative = inhibition, % at 10 µM | 360,000 compounds, 3.2% hits | AID 504652; in the data active means activity change below about -30%; further: on the % scale 0 is the no-effect control and ±100 the full control effect
#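 Compound effects on dopamine-evoked calcium signalling were measured in tetracycline-induced HEK293 Trex D1 cells. Dopamine at EC80 followed a 180 s compound pre-read, and fluorescence was tracked kinetically for 180 s more.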
# D2 PAM: positively modulates the human D2 dopamine receptor allosterically; P14416; HEK293 T-REx D2, calcium flux, EC20 dopamine potentiation; potentiation, % at 10 µM; 340,000 compounds, 0.34% hits; AID 485347;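 active means potentiation over 3 SD above the plate norm, cut at about 30% in these data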; further: 0% is about no effect
#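 Tetracycline-induced HEK293 T-REx cells force-coupled to calcium signalling expressed D2; compounds were pin-added after a 10 s baseline, read kinetically 180 s, then an EC20 dopamine challenge followed with a further 180 s calcium read.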
# Vif-APOBEC3G blk: Vif-A3G binding inhibition; HeLa A3G-eYFP + Vif (tagged APOBEC3G with the HIV-1 protein that degrades it), YFP fluorescence, overnight; Potency, µM (highest dose often 46.1 µM), for inactives: at the top dose activity, negative = active, hits mostly inhibitors; 410,000 compounds, 0.076% hits; AID 602310;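 further: potency means the concentration at half of the fitted maximal effect; on the % scale 0 is the no-effect control and ±100 the full control effect; nearly all actives have a fitted effect of over 60% in size; hits raise eYFP signal because A3G escapes Vif-driven loss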
#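 HeLa cells stably expressing Vif and C-terminally eYFP-tagged A3G, seeded overnight at 37 deg C, then exposed to compound by pintool overnight at 37 deg C. Rise in yellow fluorescence (Ex 488/Em 500-530, Acumen) marks blocked Vif-driven A3G degradation.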
# GRP78 ERSR act: inducers of ER stress response in human glioma cells; U87-MG GRP78 promoter luciferase reporter, 16 h; Potency, µM, inactives show top-dose activation, most hits filed as activators; 420,000 compounds, 0.02% hits; AID 602332; further: potency means the concentration at half of the fitted maximal effect; series mostly up to about 76 µM; % of control where 0% means no effect; nearly all actives have a fitted effect of over 35% in size
#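 Stably transfected U87-MG glioma cells carrying a GRP78-based luciferase sensor; 16 h compound incubation. Luminescence end-point read 10 min after Bright-Glo addition at room temperature.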
# D1 potentiator: potentiators of human D1 dopamine receptor. P21728. HEK293 TREx D1 cells, calcium flux, dopamine EC20 potentiation. potentiation, % at 10 µM. 360,000 compounds, 0.036% hits; in the data active means potentiation above about 30%; further: 0% is about no effect
# Vif-APOBEC3F blk: inhibitors of Vif-A3F interaction | HeLa A3F-eYFP + Vif (tagged APOBEC3F with the HIV-1 protein that degrades it), YFP fluorescence increase | Potency, µM (series often up to 46.1 µM), without a hit: at the highest dose activity, negative = active | 390,000 compounds, 0.2% hits | AID 602313; further: potency means the concentration at half of the fitted maximal effect; % of control where 0% means no effect; nearly all actives have a fitted effect of over 65% in size
#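 Fluorescence increase (Ex 488/Em 500-530) after overnight compound treatment at 37 deg C flags inhibition of Vif-driven A3F-eYFP loss in stable HeLa A3F-eYFP/Vif cells seeded overnight beforehand.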
# LDHA block: blocks human lactate dehydrogenase A | purified LDHA, NADH/diaphorase-resazurin fluorescence; stronger effect = lower value | activity change, % (values are at about 110 or 230 µM) | 480,000 compounds, 0.15% hits; in the data active means activity change below about -30%; inconclusive means mostly about -25% to -30%;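 further: plate controls were DMSO wells for no effect and wells without enzyme for full effect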
#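 Human LDH5 (2 nM) was incubated with 0.06 mM NADH and 0.2 mM pyruvate for 5 min at room temperature in Tris pH 7.4. Remaining NADH was coupled through diaphorase/resazurin, and resorufin fluorescence was read at 0 and 20 min.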
# RXFP1 ag: activates the human relaxin receptor RXFP1. Potency, µM (highest dose often 57.5 µM), inactives show at the highest dose activation, actives largely listed as activators. HEK293T-RXFP1 cAMP TR-FRET, 30 min; response scale: percent of porcine relaxin response, buffer zero. Q9HBX9. 370,000 compounds, 0.3% hits. AID 2676; further: potency means the concentration at half of the fitted maximal effect; on the % scale 0 is the no-effect control and ±100 the full control effect; nearly all actives have a fitted effect of over 60% in size; many of its hits are not listed in these tables
# Target sequence (Q9HBX9 whole entry, looked up): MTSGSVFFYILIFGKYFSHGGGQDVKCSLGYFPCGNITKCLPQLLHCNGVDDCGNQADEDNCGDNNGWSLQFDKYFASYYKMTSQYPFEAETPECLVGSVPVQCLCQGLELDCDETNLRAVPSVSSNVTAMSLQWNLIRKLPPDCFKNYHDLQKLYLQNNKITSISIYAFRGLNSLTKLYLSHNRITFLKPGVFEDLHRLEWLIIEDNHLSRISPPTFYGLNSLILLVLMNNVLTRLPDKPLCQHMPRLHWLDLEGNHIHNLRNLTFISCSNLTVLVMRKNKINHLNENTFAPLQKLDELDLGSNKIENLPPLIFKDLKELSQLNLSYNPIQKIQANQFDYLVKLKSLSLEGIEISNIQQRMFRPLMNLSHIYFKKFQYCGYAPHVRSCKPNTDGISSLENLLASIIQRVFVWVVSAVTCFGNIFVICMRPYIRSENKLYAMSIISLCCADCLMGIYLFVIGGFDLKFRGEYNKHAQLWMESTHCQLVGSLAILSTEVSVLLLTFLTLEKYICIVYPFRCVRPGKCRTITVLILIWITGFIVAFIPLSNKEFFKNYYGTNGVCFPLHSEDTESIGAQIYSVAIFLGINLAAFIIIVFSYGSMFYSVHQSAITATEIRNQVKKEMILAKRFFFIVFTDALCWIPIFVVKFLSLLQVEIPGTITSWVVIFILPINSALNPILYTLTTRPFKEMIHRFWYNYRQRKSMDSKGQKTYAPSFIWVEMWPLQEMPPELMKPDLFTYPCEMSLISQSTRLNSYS
#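 cAMP rise read by TR-FRET after 30 min, 37C compound exposure (up to 58 uM) in RXFP1-transfected HEK293 cells with Ro 20174 present. EC50 from Hill-equation fits, with 29 nM porcine relaxin as 100% and buffer as basal.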
# * hit, by the source's call; ? = inconclusive; . = not tested or not shown; & = joins results of further samples. Unless noted, the call rests on the fitted dose curve; in most records, active means well fitted curve in the direction sought with a large enough effect; inconclusive means small, poorly fitted or top-dose-only effect, or another doubt; inactive means no such curve, though single readings can be large; an effect the other way counts as inactive or inconclusive. An excerpt (hit frequency here may not be typical).
SMILES,D1 agonist,D1 antag,D2 PAM,Vif-APOBEC3G blk,GRP78 ERSR act,D1 potentiator,Vif-APOBEC3F blk,LDHA block,RXFP1 ag
O=C(Nc1ccc2c(c1)OCCO2)C1CCCN(S(=O)(=O)Cc2ccccc2)C1 (stereo not drawn),0,5,2,-5%,-5%,16,-7%,-2,-0.9%
Cc1ccccc1Nc1nn2c(=O)c3ccc(C(=O)NCC(C)c4ccccc4)cc3nc2s1 (stereo not drawn),5,-13,.,-12%,-1%,-4,6%,-7,4.6%
COc1cc(NC(=O)c2cc([N+](=O)[O-])ccc2N2CCOCC2)ccc1NC(=O)c1ccco1,1,-20,17,-2%,-2%,-4,7%,3,-0.3%
c1cnc2ccc3ncccc3c2c1,8,-4,11,2%,0%,-1,0%,2,11%
Cc1ccc(NCCC#N)cc1C,0,9,-9,-6%,-3%,-1,9%,4,2.2%
N#Cc1cccc(CSc2ncnc(N)n2)c1,7,-3,1,-6%,0%,-4,0%,-5,24%
O=C(Cc1ccc(Br)cc1)Nc1ccc(S(=O)(=O)N2CCCC2)cc1,17,15,-13,.,.,3,.,.,1.1%
COc1ccc(CCNS(=O)(=O)c2ccc(-n3cnnn3)c(OC)c2)cc1OC,3,-3,9,2%,-3%,-4,-10%,-5,-2.5%
CC1CCN(S(=O)(=O)c2c[nH]c(=O)[nH]c2=O)CC1,5,-7,.,0%,4%,2,9%,-3,0.3%
Cc1ccc(NC(=O)CCSc2ccccn2)cc1,-1,-9,5,1%,-3%,-11,-3%,-5,3.3%
CCn1c(=O)c2c(n3c(=S)[nH]nc13)-c1ccccc1CC21CCCCC1,-2,30,9,4%,-5%,-1,?,-7,2.6%
O=C(NCc1ccco1)C1CCN(c2ccc(S(=O)(=O)N3CCOCC3)cc2[N+](=O)[O-])CC1,6,-29,-18,-7%,-3%,-2,12%,-16,0.1%
CCOC(=O)CSc1nc2c(c(-c3ccc(C)o3)c1C#N)CCCC2,2,-3,2,0%,1%,-1,0%,-3,2.2%
CCc1ccccc1NC(=O)CSc1nc(C)c(C(=O)Nc2ccccc2)c(-c2ccc(Cl)cc2)c1C#N,6,-6,-6,-4%,-1%,4,-17%,-17,?
COc1cccc(CN(C)C(=O)CSc2nc3ccccc3[nH]2)c1OC,1,24,.,-2%,8%,3,0%,-12,-0.1%
CC(=O)Nc1ccc(NC(=O)COC(=O)/C(=C/c2ccccc2)n2nnnc2C)cc1,2,7,2,?,-17%,-15,1%,1,-0.7%
Cc1cc(OCC(F)(F)C(F)(F)C(F)(F)C(F)(F)C(F)(F)C(F)F)nc(N)n1,9,-5,3,-7%,-3%,-4,-29%,7,-0.4%
CC(C)(C)[C@H](N)C(=O)N[C@H]1CCC2C3CC=C4C[C@@H](O)CC[C@]4(C)C3CC[C@@]21C (stereo partly drawn),.,.,.,-17%,-13%,.,1%,1,.
C[C@H]1CC[C@@]2(O[C@@H](CCO)C[C@H](O)[C@H]2O)O1,.,.,.,-1%,-3%,.,5%,0,.
O=C(O)c1ccc2nc(C(F)(F)F)[nH]c2c1,3,7,-8,1%,-3%,-2,-5%,0,-0.2%
CCN(CC)S(=O)(=O)c1cc(C(=O)Nc2cc(Cl)ccc2N2CCN(C)CC2)ccc1Cl,2,6,1,0%,-2%,-4,1%,15&0,-0.9%
COc1ccc(-c2cc(C(C)=O)c(C)n2CCC(=O)NC2CCCCC2)cc1,0,4,-9,-7%,0%,-4,0%,4,2.6%
CC(c1ccccc1)N1CNc2c(c(=O)n(C)c(=O)n2C)C1 (stereo not drawn),6,-14,.,0%,-2%,-11,2%,-1,3.4%
O=C1CCc2cc(S(=O)(=O)NC(Cc3ccccc3)C(=O)N3CCN(c4ccccn4)CC3)ccc2N1 (stereo not drawn),1,0,5,-3%,-3%,-2,8%,-2,-1.8%
O=C(CSc1nc2ccccc2o1)N/N=C/c1ccc(C(=O)O)cc1,3,-21,5,1%,-1%,-5,-2%,0,-0.1%
NC(=O)CC(NC(=O)c1cccc(Br)c1)c1ccc(N2CCC(N3CCCCC3)CC2)c([N+](=O)[O-])c1 (stereo not drawn),0,2,6,0%,-3%,0,0%,1,0.2%
C=CCC1(CC=C)CCCN1C(=O)Cn1nnnc1CN(C)C(C)C,0,16,15,-9%,-4%,-3,-1%,-13,-2.7%
O=C(COC(=O)C1CC(O)CN1S(=O)(=O)c1ccc(Cl)cc1)c1ccccc1 (stereo not drawn),-1,-4,2,1%,-1%,-2,-9%,-3,-0.3%
O=S1(=O)CCOC[C@H](Cc2ccccc2)N1Cc1cccc(F)c1,.,.,.,-5%,-3%,.,1%,3,.
COc1ccc(-c2nnc(N3CCOCC3)c3ccccc23)cc1,2,-8,-5,-7%,-1%,-5,3%,-1,3.1%
CC(C)CCN1C(=O)c2ccc(C(=O)Nc3ccc(O)cc3C(=O)O)cc2C1=O,2,6,11,2%,-5%,-2,1%,-2,1.5%
O=C(CSc1ccc(-c2ccccn2)nn1)NCc1ccc(F)cc1,0,2,7,4%,-1%,-3,-12%,-4,1.5%
O=C1CC2(CCN(C(=O)COc3ccc(F)cc3)CC2)Oc2ccccc21,2,-4,9,-1%,-1%,6,-7%,-3,1.0%
COc1ccccc1NC(=O)CCCn1c(=S)[nH]c2ccccc2c1=O,1,-8,-3,1%,0%,-2,1%,-1,-0.8%
CC1(C)Cc2cccc(OCC(=O)Nc3cc(C(F)(F)F)ccc3N3CCOCC3)c2O1,-2,.,7,1%,-1%,-1,1%,-2,0.2%
Cc1cn2c(=O)cc(COC(=O)c3ccc(NC(=O)c4ccc(F)cc4)cc3)nc2s1,-1,6,1,-14%,1%,2,2%,-3,7.0%
COc1ccc(Oc2nc3ccccc3n3cccc23)cc1,7,10,12,-1%,-2%,-4,-2%,-3,3.9%
COc1ccc(C(C)(C)C)cc1NC(=O)CN(C)C1=NS(=O)(=O)c2ccccc21,.,.,.,-8%,-1%,.,-4%,3,.
CS(=O)(=O)Nc1cccc(-c2cn3ccccc3n2)c1,2,-2,0,4%,1%,1,-8%,2,1.4%
CCOC(=O)CNC(=O)CSc1nc(-c2ccc(OC)cc2)ns1,6,-24,5,2%,8%,-10,10%,-12,0.3%
COc1ccccc1NC(=O)CCn1c(=S)oc2ccccc21,2,4,-4,3%,7%,-8,3%,-4,0.7%
CCN(CC1CCCN(CCc2cccc(F)c2)C1)C(=O)c1ccc(CSC)o1 (stereo not drawn),0,-15,-26,1%,-4%,-8,1%,-9,1.9%
COc1cc(Cl)c(NC(=O)CN(C)S(=O)(=O)c2ccc3c(c2)CCCC(=O)N3)c(OC)c1,6,-23,-13,3%,-1%,-9,4%,0,-2.3%

# Shown field by field: entries from further up
O=C1CC2(CCN(C(=O)COc3ccc(F)cc3)CC2)Oc2ccccc21
  D1 agonist: 2
  D1 antag: -4
  D2 PAM: 9
  Vif-APOBEC3G blk: -1%
  GRP78 ERSR act: -1%
  D1 potentiator: 6
  Vif-APOBEC3F blk: -7%
  LDHA block: -3
  RXFP1 ag: 1.0%

CC1(C)Cc2cccc(OCC(=O)Nc3cc(C(F)(F)F)ccc3N3CCOCC3)c2O1
  D1 agonist: -2
  D1 antag: .
  D2 PAM: 7
  Vif-APOBEC3G blk: 1%
  GRP78 ERSR act: -1%
  D1 potentiator: -1
  Vif-APOBEC3F blk: 1%
  LDHA block: -2
  RXFP1 ag: 0.2%

COc1ccc(C(C)(C)C)cc1NC(=O)CN(C)C1=NS(=O)(=O)c2ccccc21
  D1 agonist: .
  D1 antag: .
  D2 PAM: .
  Vif-APOBEC3G blk: -8%
  GRP78 ERSR act: -1%
  D1 potentiator: .
  Vif-APOBEC3F blk: -4%
  LDHA block: 3
  RXFP1 ag: .

COc1ccccc1NC(=O)CCCn1c(=S)[nH]c2ccccc2c1=O
  D1 agonist: 1
  D1 antag: -8
  D2 PAM: -3
  Vif-APOBEC3G blk: 1%
  GRP78 ERSR act: 0%
  D1 potentiator: -2
  Vif-APOBEC3F blk: 1%
  LDHA block: -1
  RXFP1 ag: -0.8%
